# From PubChem BioAssay
# KKLEB tox: CF airway cell cytotoxicity counter-screen. actives 0.36% (n = 360,000). activity change (cytotoxicity), % at 5 µM. KKLEB CF airway cells viability, ATPlite luminescence, overnight; stronger effect = lower value; cells stimulated with P. aeruginosa culture filtrate. AID 602141;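 active = corrected activity change at or below -50% at 5 µM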
# NR2E3 ag-1: activates human NR2E3 receptor; Q9Y5X4; CHO-S Gal4-NCOR/VP16-NR2E3 two-hybrid, luciferase; inhibition of corepressor binding, % at 3.98 µM; actives 0.35% (n = 360,000); AID 602229;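 active = inhibition above the mean of all tested compounds plus 3 SD, cut at about 70% in these data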;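 note: 0% = DMSO with NR2E3 transfected cells and 100% = cells lacking NR2E3 construct; higher means lower luciferase signal from less NR2E3 corepressor binding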
# Target sequence (Q9Y5X4 whole entry, looked up, the tested form may be a part): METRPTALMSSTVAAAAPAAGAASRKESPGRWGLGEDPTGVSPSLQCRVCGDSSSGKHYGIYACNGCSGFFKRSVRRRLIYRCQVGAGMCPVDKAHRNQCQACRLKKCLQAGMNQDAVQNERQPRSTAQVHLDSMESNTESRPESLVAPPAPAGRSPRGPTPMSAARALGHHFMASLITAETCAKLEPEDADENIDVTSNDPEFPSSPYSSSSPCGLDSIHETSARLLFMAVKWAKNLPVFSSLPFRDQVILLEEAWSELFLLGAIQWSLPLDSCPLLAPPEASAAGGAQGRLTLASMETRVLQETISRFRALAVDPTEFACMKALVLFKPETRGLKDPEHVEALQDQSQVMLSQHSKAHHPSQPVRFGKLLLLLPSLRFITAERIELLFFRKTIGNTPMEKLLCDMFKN
# aDG glyco act: increases alpha dystroglycan glycosylation; Pro5-aDG cells, alpha-DG glycosylation AlphaScreen (IIH6); 0% Pro5, 100% B10-LARGE cell signal; activation, % at 10 µM; actives 0.22% (n = 360,000);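 active = activation of at least 8% versus controls, or a plate z-score of at least 8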;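 note: Pro5 are CHO cells carrying HIG-tagged alpha-DG that lacks glycosylation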
# iPSC survival up: enhancers of human iPSC single-cell survival | hiPSC single-cell survival, ATPlite luminescence; 100% = ROCK inhibitor wells, 0% = DMSO | survival enhancement, % at 20 µM | actives 0.044% (n = 360,000); in the data active = survival enhancement above about 18%;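 note: cells exposed to compounds for 16 hours before the ATP read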
# Shn3 inh set2: reduces Shn3 3'UTR luciferase signal in osteoblasts; Clone20 osteoblast Shn3 3'UTR firefly luciferase, 24 h; inhibition, % at 12.5 µM; actives 0.52% (n = 360,000);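 active = mean inhibition of at least 75% with every replicate also reaching 75%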;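 note: 0% = median of neutral control wells and 100% = pilot-screen positive control compound; some compounds past the cut are filed as inactive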
# Peg3 prom inh: reduces Peg3 promoter-driven luciferase expression in HeLa | HeLa PEG-Prom luciferase reporter, luminescence, overnight | actives 1.7% (n = 360,000) | inhibition, % at 20 µM;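 active = inhibition of at least 50% at 20 µM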
# TRPM1 prom inh: MITF TRPM1 promoter inhibition in SK-MEL-5 cells | SK-MEL-5 TRPM1 promoter luciferase, 24 h | inhibition, % at 12.5 µM | AID 488899 | actives 0.83% (n = 330,000);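 active = mean inhibition across replicates of 60% or more, whatever share of single replicates reaches that level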; note: values of inactives mirror those of a sister screen read the other way
# CF NFkB inh: blocks PAF-induced NF-kB reporter in cystic fibrosis cells | actives 0.86% (n = 360,000) | inhibition, % at 5 µM | KKLEB NF-kB-GFP reporter, GFP fluorescence overnight | AID 588850;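 active = at least 50% inhibition at 5 µM, scaled per plate between neutral and stimulator controls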;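 note: PAF is a Pseudomonas aeruginosa culture filtrate used as stimulus; plate controls were PAF-stimulated DMSO wells for no effect and unstimulated DMSO wells for full effect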
# NR2E3 ag-2: activates human photoreceptor nuclear receptor NR2E3; inhibition of corepressor binding, % at 4.78 µM; actives 0.12% (n = 320,000); GST-NR2E3/biotin-RetCOR TR-FRET, 1536-well; AID 2300;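 active = percent inhibition above the cutoff of mean plus 3 SD of all tested compounds, set per screening campaign, cut at about 20% in these data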;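 note: 0% = DMSO wells and 100% = biotin wells as full block of FRET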
#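 system = GST-tagged NR2E3 plus biotinylated RetCOR corepressor | input = 1.35 nM GST-NR2E3 | also added = 7 nM biotin-RetCOR | schedule = 5 h incubation at 4 °C | measured by = TR-FRET with europium anti-GST and streptavidin-D2, 340 nm excitation | read-out = percent loss of FRET ratio relative to control wells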
# HIF-2a block: blocks HIF-2a reporter activity | 786-0 RCC cells HIF-2a reporter, luciferase luminescence, overnight | inhibition, % at 18.8 µM | actives 0.72% (n = 360,000);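 active = inhibition of the luminescence signal of 40% or more relative to plate controls, in a single-dose primary screen at 18.75 µM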
# TWEAK-Fn14 inh: blocks TWEAK-Fn14 interaction in a reporter cell assay; TWEAK-stimulated Fn14 reporter cells, luciferase luminescence, 8 h; inhibition, % at 10 µM; actives 2% (n = 360,000); AID 1159606; in the data active = inhibition above about 50%
# * = called active by the depositor; · = no result given. No enrichment for hits. About 4.4% of those tested had a hit in this group.
compound,TWEAK-Fn14 inh,Shn3 inh set2,HIF-2a block,KKLEB tox,CF NFkB inh,NR2E3 ag-2,NR2E3 ag-1,iPSC survival up,Peg3 prom inh,aDG glyco act,TRPM1 prom inh
Cc1ccc(C(=O)N2CCSC2=S)cc1,44.6,7.0,6.6,-3.9,4.3,-2.3,8.8,1.2,3.5,-0.3,6.7
CCOC(=O)C1=C(c2ccccc2)N=C2SCC(=O)N2C1c1ccc(OC)c(OC)c1 (centres undefined),7.3,-5.1,18.6,-4.8,9.4,1.3,1.4,-3.4,14.1,-0.2,-0.1
COc1ccc(C(=O)NCC(=O)NCc2ccc3c(c2)OCO3)cc1[N+](=O)[O-],-8.9,21.5,-1.7,9.4,-17.1,·,6.4,3.7,0.9,0.2,·
O=C(c1ccccc1F)N1CCN(S(=O)(=O)c2ccc(Br)cc2)CC1,0.4,-2.4,9.6,-13.8,12.7,-1.9,-2.0,-0.4,-2.6,0.0,14.9
Cc1cc(C)nc(NC(=O)CSc2nc3ccccc3s2)n1,36.9,-63.2,-158.8,4.2,0.6,2.8,-83.7,-0.4,-160.8,-0.1,-41.9
CC(=O)C1=C(O)C(=O)N(Cc2ccccc2)C1c1cccs1 (centres undefined),-3.9,-6.4,12.5,-0.5,4.4,2.7,6.8,-2.9,7.5,0.3,-5.4
Cc1cccc(C)c1NC(=O)N1CCC(N2CCCCC2)CC1,-7.1,7.0,8.9,-11.3,-9.4,4.9,-8.1,-0.8,4.2,-0.1,-6.7
C/C=C(\C)C(=O)OC1CC(C)(C)C[C@H]2C3=CC[C@@H]4[C@@]5(C)CCC(O[C@@H]6O[C@@H](C(=O)O)[C@@H](O)C(O[C@@H]7OC[C@H](O)[C@@H](O)[C@@H]7O[C@@H]7OC(CO)C(O)[C@@H](O)[C@@H]7O)C6O[C@@H]6OC(CO)C(O)C(O)C6O)[C@@](C)(CO)[C@@H]5CC[C@]4(C)[C@]3(C)CC(O)[C@@]12CO (some centres undefined),1.5,9.5,6.1,0.2,7.3,·,9.7,1.0,59.5*,0.1,45.9
CC(=O)N1CCOc2ccc(S(=O)(=O)NC[C@H]3O[C@@H](n4ccc(N)nc4=O)[C@H](O)[C@@H]3O)cc21,9.5,-0.1,-7.6,-9.5,26.3,·,-4.3,-0.2,-5.7,-0.1,·
Cc1cc(-n2c(C)cc(C(=O)CN3C(=O)C(=O)N(C)C3=O)c2C)no1,-2.1,12.6,7.3,4.5,-8.8,·,-1.2,-0.2,-9.3,-0.1,1.9
O=C(O)c1cn(-c2ccccc2)nc1C(=O)O,-16.1,-14.6,9.2,-3.1,10.0,-0.5,-4.8,-1.4,3.7,-0.2,8.8
CC(C)NC(=O)NC(=O)COC(=O)c1ccc(S(=O)(=O)Nc2ccccc2)cc1,-2.1,7.9,15.2,4.7,9.1,2.5,-17.1,2.1,-5.5,0.0,1.9
CC1CCN(S(=O)(=O)c2ccc(C(=O)Nc3nnc(C4CC4)o3)cc2)CC1,19.4,4.0,25.2,13.0,-19.4,1.9,1.1,0.1,11.4,0.1,16.9
O=c1c2[nH]c3ccccc3c2ncn1C1CCCCC1,-9.7,27.5,-175.6,4.0,-4.3,3.1,-31.2,0.2,-155.8,0.7,-8.5
CC1=C(C(=O)N2CCCCCC2)CC(CC(=O)NCc2cccs2)C(=O)N1Cc1ccccc1 (centres undefined),10.2,-23.5,4.2,-29.8,13.7,·,-0.2,1.0,-4.0,0.2,·
CC(C)(CNc1ccc([N+](=O)[O-])cc1Cl)CNS(C)(=O)=O,-12.6,13.6,0.5,6.4,3.4,-0.5,-17.6,-1.4,4.7,0.2,8.2
COc1ccc(-c2cc3c(c4c2ccn4C)C2CCC3O2)cn1 (centres undefined),2.1,-3.2,-1.4,0.1,4.4,·,27.4,4.6,-9.4,0.0,·
COc1ccc(S(=O)(=O)NCC(=O)NC2CC2)cc1OC,10.9,2.9,3.1,8.0,-19.3,4.2,12.2,0.7,-0.2,-0.4,-4.0
COc1ccc(CN2CCN(C(=O)C3CCC(CNS(=O)(=O)c4ccccc4)CC3)CC2)c(OC)c1OC (centres undefined),10.6,21.5,1.9,-17.4,-2.6,2.0,-8.4,-0.1,4.8,1.3,5.7
COc1ccccc1N1CCN(C2CCCN(C(=O)CCc3ccccn3)C2)CC1 (centres undefined),0.3,-0.1,12.2,-8.5,23.7,·,-23.1,0.0,8.0,-0.2,1.5

# (more compounds)
compound,TWEAK-Fn14 inh,Shn3 inh set2,HIF-2a block,KKLEB tox,CF NFkB inh,NR2E3 ag-2,NR2E3 ag-1,iPSC survival up,Peg3 prom inh,aDG glyco act,TRPM1 prom inh
CC(C)Cn1c(N)c(C(=O)COC(=O)CN2C(=O)C3CC=CCC3C2=O)c(=O)n(C)c1=O (centres undefined),-2.0,61.2,21.3,-5.5,11.0,-3.7,-10.9,1.1,21.8,0.6,20.7
COc1cc(OC)nc(C(NC(=O)C2CCN(Cc3c[nH]c4ccccc34)CC2)c2ccc(Cl)cc2)n1 (centres undefined),-12.9,-2.8,-0.7,-21.3,14.1,·,17.8,-5.1,101.2*,-0.2,·
O=C(NCc1ccccc1)c1ccc(/C=N/O)nc1,-3.6,-17.8,14.1,-6.9,-8.5,2.4,-10.7,-0.3,-6.4,-0.2,13.2
Cc1cc(Cl)nc(NC(=O)Nc2cccc(Cl)c2)n1,-26.2,-88.7,-92.0,4.0,-2.5,1.7,-1.6,-0.4,-174.3,0.3,-85.4
O=C(Nc1ccccc1)c1cc(C2COCCN2C(=O)C2CC2)on1 (centres undefined),8.0,-15.3,-7.4,6.5,-7.0,·,10.5,-2.1,-9.8,-0.1,·
Cc1ccc(NC(=O)C2(C)CCN2Cc2cccc3c2OCO3)cc1O (centres undefined),-56.3,-5.8,-9.6,2.1,18.7,·,16.6,-1.0,-8.8,-0.2,·
NS(=O)(=O)c1ccc(NC(=O)COC(=O)c2ccc(S(=O)(=O)N3CCOCC3)cc2)cc1,8.7,-5.1,-1.8,-1.5,2.2,·,-3.5,-2.6,7.4,-0.2,2.5
CC(C)NC(=O)c1ccccc1NC(=O)C1CCCO1 (centres undefined),13.7,5.7,17.1,1.8,12.4,2.6,1.3,2.9,0.2,-0.2,-2.0
COc1cccc(NC(C)C(=O)N2CC(C)OC(C)C2)c1 (centres undefined),1.2,3.8,9.4,7.9,10.4,1.0,-0.6,-1.3,24.2,0.0,-13.8
Cc1ccc2c(c1)N(CCC(=O)NCC1CCCO1)C(=O)CO2 (centres undefined),2.8,8.2,10.2,-7.6,8.4,1.1,9.4,2.7,-7.9,-0.1,-8.0
C[C@H](CO)N1C[C@H](C)[C@@H](CN(C)Cc2ccc(C(=O)O)cc2)Oc2ncc(Br)cc2C1=O,1.8,14.7,-0.1,-1.8,-9.9,·,10.9,12.4,20.8,-0.1,·
c1ccc2c(c1)CN1CCCC1=N2,14.8,8.9,8.6,4.0,-9.3,1.7,-18.1,1.1,2.2,0.0,-5.8
Cc1ccnc(NS(=O)(=O)c2ccc(NC(=O)CC(C)c3ccccc3)cc2)n1 (centres undefined),0.5,-10.2,14.8,-1.7,-1.0,1.1,-3.3,-0.5,21.2,-0.1,7.0
O=C(Nc1ccc(N2CCCC2)c(Cl)c1)c1ccc([N+](=O)[O-])cc1,-16.2,-0.8,-38.7,11.1,-26.8,-4.9,-33.5,0.1,-53.6,-0.1,-14.8
COCCN(C(=O)c1sc2ccccc2c1Cl)c1c(N)n(CC(C)C)c(=O)[nH]c1=O,-13.7,-7.8,9.0,-4.2,1.2,4.2,8.6,-0.3,14.5,-0.3,-6.7
CCc1ccc(NC(=O)CSCCN2C(=O)c3ccccc3C2=O)cc1,-14.3,-0.2,16.4,-6.7,12.7,0.6,-28.0,4.2,-2.6,0.2,-2.3
O=C(O)Cc1ccc(NC(=O)Cc2ccc3ccccc3c2)cc1,11.8,-7.9,19.8,2.4,-2.0,·,-8.0,-0.2,20.8,0.1,-2.4
O=C(NS(=O)(=O)Oc1cccc(Cl)c1Cl)OC[C@@H]1CCCN2CCCCC12 (some centres undefined),8.8,3.3,6.1,7.2,5.3,-3.3,-3.9,1.1,-0.4,-0.1,-23.9
COCCOc1ccc(C(F)(F)F)cc1NC(=O)COC(=O)C12CC3CC(CC(O)(C3)C1)C2,-17.5,10.2,7.5,-15.6,18.4,-3.7,7.5,-0.2,17.4,-0.2,-1.7
COc1ccc(N2CCN(c3nc4c(c(=O)[nH]c(=O)n4C)n3Cc3cccc(C)c3)CC2)cc1,-9.1,9.0,31.7,0.2,7.7,3.6,4.8,3.8,16.7,0.1,-9.5

# The closing two records of the section above are carried over, then new ones follow:
compound,TWEAK-Fn14 inh,Shn3 inh set2,HIF-2a block,KKLEB tox,CF NFkB inh,NR2E3 ag-2,NR2E3 ag-1,iPSC survival up,Peg3 prom inh,aDG glyco act,TRPM1 prom inh
COCCOc1ccc(C(F)(F)F)cc1NC(=O)COC(=O)C12CC3CC(CC(O)(C3)C1)C2,-17.5,10.2,7.5,-15.6,18.4,-3.7,7.5,-0.2,17.4,-0.2,-1.7
COc1ccc(N2CCN(c3nc4c(c(=O)[nH]c(=O)n4C)n3Cc3cccc(C)c3)CC2)cc1,-9.1,9.0,31.7,0.2,7.7,3.6,4.8,3.8,16.7,0.1,-9.5
COc1ccc(CCNC(=O)CCS(=O)(=O)c2cccc3nsnc23)cc1OC,-12.1,-80.3,14.8,0.4,4.2,-1.1,-9.2,3.6,-1.2,0.0,8.0
COc1ccc(OC)c(NC(=O)CSc2nc3ccccc3cc2Cc2ccccc2)c1,7.5,24.6,18.4,-5.3,11.8,1.8,6.2,0.9,1.8,0.1,6.7
Cc1ccc(S(=O)(=O)N2CCCCCC2)cc1[N+](=O)[O-],-11.5,-17.0,23.2,-9.7,20.0,1.6,-22.0,4.2,16.6,-0.2,8.3
O=S(=O)(c1ccc(F)cc1)N1CCN(c2ccc(-c3ccccc3)nn2)CC1,-1.9,10.8,0.0,12.3,-12.2,-0.6,1.2,-1.0,-5.8,-0.4,-16.3
CCOc1ccc(OCC(=O)Nc2ccc(S(N)(=O)=O)cc2)cc1,-6.3,-3.4,5.3,-2.0,14.9,0.2,-21.1,-1.9,5.1,-0.2,-21.3
CNC(=O)c1cc(Oc2ccc(NC(=O)c3[nH]c(-c4ccccc4)c4c3C(=O)N(C)C4=O)cc2)ccn1,17.2,-5.9,17.2,2.3,-25.0,·,15.7,-5.0,10.3,-0.2,·
NS(=O)(=O)c1cccc(NC(=O)CSc2nnc(C3CC3)n2Cc2ccccc2)c1,9.5,-5.3,8.2,-10.4,8.0,2.0,-13.3,-0.1,11.2,0.2,-3.2
CCC(=O)OC1(C#CCOc2ccc(OC)cc2)CCN(C)CC1,-6.1,6.0,-25.0,-2.2,-1.4,5.2,-12.8,-1.7,2.2,1.0,8.9
